Screens (PubChem BioAssay)
AGP1 TOR yeast = alters AGP1-GFP fluorescence in TOR pathway yeast screen | S. cerevisiae AGP1-GFP multiplex flow cytometry, 3 h; GFP as percent of DMSO wells | hit rate 0.02% among 320,000 | GFP response vs DMSO, % at 10 µM | AID 2066;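 active = GFP response relative to DMSO above a set limit, near screen average plus 3 SD, cut at about 150% in these data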;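 note: median GFP channel fluorescence of the gated AGP1 strain per well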
MCL1 BIM primary = disrupts human MCL1 binding to BIM-BH3 peptide; inhibition, % at 10.9 µM; hit rate 0.68% among 320,000; Q07820; GST-MCL1 / FITC-Bim-BH3 fluorescence polarization;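 active = inhibition above the mean inhibition of all tested compounds plus 3 SD, set per campaign, cut at about 40% in these data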;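 note: 0% = DMSO wells and 100% = unlabeled Bim-BH3 peptide control; higher means more loss of mP so more displacement of Bim peptide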
Target sequence (Q07820 whole entry, looked up): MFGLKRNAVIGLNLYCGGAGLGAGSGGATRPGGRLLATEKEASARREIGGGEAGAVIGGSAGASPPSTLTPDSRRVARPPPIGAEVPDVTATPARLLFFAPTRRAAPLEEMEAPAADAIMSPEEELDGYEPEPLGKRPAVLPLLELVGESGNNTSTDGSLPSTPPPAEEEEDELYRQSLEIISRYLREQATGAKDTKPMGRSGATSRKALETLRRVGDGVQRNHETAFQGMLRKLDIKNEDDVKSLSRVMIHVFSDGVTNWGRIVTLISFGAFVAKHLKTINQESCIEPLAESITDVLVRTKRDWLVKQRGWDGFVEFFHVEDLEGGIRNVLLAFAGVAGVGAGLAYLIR
VLA-4 inh = inhibition in a human VLA-4 binding assay; VLA-4 expressing cells, ligand binding flow cytometry; inhibition, % (about 7 µM as worked out from the volumes in the protocol); hit rate 0.2% among 330,000; AID 2557; in the data active = inhibition above about 50%
MEX-5 binding = C. elegans MEX-5 TCR-2 RNA binding activity; Q9XUB2; MEX-5/FITC-TCR2 RNA binding, fluorescence polarization; hits give low values; activity score (negative = inhibition of binding), % at 10 µM; hit rate 0.38% among 300,000; AID 1832;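 active = inhibition past about -25% in most replicates, and total fluorescence under double the plate's negative control median, limit read from the data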;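 note: 0% = DMSO and -100% = 5 µM competing unlabeled TCR2 RNA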
Target sequence (Q9XUB2 whole entry, looked up): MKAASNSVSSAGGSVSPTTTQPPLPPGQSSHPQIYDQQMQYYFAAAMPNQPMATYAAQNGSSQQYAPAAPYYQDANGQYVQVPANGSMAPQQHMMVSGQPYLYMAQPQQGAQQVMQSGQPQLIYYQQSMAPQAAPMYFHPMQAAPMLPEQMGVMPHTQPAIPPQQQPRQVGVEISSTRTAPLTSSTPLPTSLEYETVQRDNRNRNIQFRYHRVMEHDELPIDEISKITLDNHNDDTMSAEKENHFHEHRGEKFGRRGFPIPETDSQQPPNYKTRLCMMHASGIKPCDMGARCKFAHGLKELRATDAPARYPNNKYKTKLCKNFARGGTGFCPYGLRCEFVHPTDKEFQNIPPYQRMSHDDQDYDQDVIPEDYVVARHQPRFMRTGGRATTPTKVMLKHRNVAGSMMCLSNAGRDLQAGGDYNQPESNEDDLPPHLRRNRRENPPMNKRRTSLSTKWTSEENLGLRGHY
CIT2-GFP yeast = yeast TOR pathway CIT2-GFP modulation | hit rate 0.065% among 320,000 | S. cerevisiae CIT2-GFP strain, flow cytometry, 3 h; 100 means same as DMSO wells | GFP response vs DMSO, % at 10 µM | AID 2029;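 active = GFP response relative to DMSO above a set limit, near the screen mean plus 3 SD, cut at about 150% in these data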;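 note: ratio of well median GFP fluorescence to mean of DMSO wells on the plate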
Yeast superoxide = lowers age-related superoxide in aged yeast cells; hit rate 0.18% among 330,000; S. cerevisiae aged cells, superoxide DHE fluorescence; hits give low values; superoxide response (% of plate mean), % at 10 µM;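 active = superoxide response under a set limit, about three screen SD below normal, cut at about 65% in these data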;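 note: yeast aged for seven days with compound at 30 °C before DHE staining; 100% = average MFI of all compound-treated wells on the plate with controls excluded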
GLD-1 RNA inh = GLD-1-TGE RNA interaction inhibition (C. elegans); Q17339; purified GLD-1 + fluorescein TGE RNA, fluorescence polarization; inhibition, % at 5.96 µM; hit rate 0.44% among 320,000;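 active = percent inhibition above a per-plate cutoff, the plate mean of test compounds plus 3 SD, cut at about 30% in these data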;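 note: 0% = DMSO wells with GLD-1 and probe and 100% = wells lacking GLD-1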
BCLXL inh = Bcl-xL (human) inhibition; hit rate 0.7% among 320,000; inhibition, % at 10.9 µM; Q07817; GST-Bcl-xL / FITC-Bim BH3 peptide fluorescence polarization;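 active = inhibition above the mean of all tested compounds plus 3 SD, cutoff set per campaign, cut at about 30% in these data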;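 note: 0% = DMSO wells and 100% = unlabeled Bim-BH3 peptide competitor; inhibitors lower millipolarization by displacing the labeled peptide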
Target sequence (Q07817 whole entry, looked up): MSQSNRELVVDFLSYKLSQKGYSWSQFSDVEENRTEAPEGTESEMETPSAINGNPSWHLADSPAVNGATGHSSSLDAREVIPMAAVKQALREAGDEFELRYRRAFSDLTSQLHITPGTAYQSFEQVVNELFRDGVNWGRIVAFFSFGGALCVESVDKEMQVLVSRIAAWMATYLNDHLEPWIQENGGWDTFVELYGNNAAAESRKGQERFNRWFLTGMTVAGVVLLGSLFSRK
GRK2 inh = blocks RNA aptamer binding to human GRK2; inhibition of aptamer binding, % at 10 µM; bead flow cytometry, FAM-aptamer displacement from GRK2; AID 488847; hit rate 0.59% among 330,000; P25098;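 active = inhibition of aptamer binding above 40%, roughly 3 SD of noise, on plates passing a quality check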;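 note: median bead fluorescence of bound FAM aptamer so fluorescent compounds give negative values; no value below 0 was filed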
* marks the source's active call; other numbers are inactive results; . = no result given.

SMILES,AGP1 TOR yeast,MCL1 BIM primary,VLA-4 inh,MEX-5 binding,CIT2-GFP yeast,Yeast superoxide,GLD-1 RNA inh,BCLXL inh,GRK2 inh
COCCn1c(C)cc(C(=O)COC(=O)c2n[nH]c3ccccc23)c1C,99.4,7.7,-5.2,-1.9,113.1,93.6,-1.4,9.7,2.0
O=C(COc1ccc(F)cc1Cl)Nc1cccc(S(=O)(=O)N2CCCC2)c1,100.1,0.1,-8.7,.,110.5,110.0,-6.9,2.3,0.0
COC(=O)/C=C1\SC(N2CCOCC2)=C(c2ccc(OC)cc2)C1=O,101.9,7.5,-2.4,0.1,97.7,75.5,5.9,6.7,1.0
COc1ccccc1NC(=S)NCC1CCC(CNC(=S)Nc2ccccc2OC)CC1 (centres undefined),106.8,0.6,2.3,2.2,98.4,96.8,5.4,7.9,0.0
CC(=Nc1cccc(C)c1)c1sc2ccccc2c1O,89.5,-19.4,-2.6,-4.0,100.6,106.1,-69.3,-18.9,0.0
Cc1ccc2nc(SCC(=O)Nc3cc(C(C)(C)C)nn3-c3ccccc3)[nH]c2c1,96.7,-1.8,-4.1,0.4,96.5,88.8,-6.6,-8.4,0.0
O=C(O)c1ccn(Cn2cnc3ccccc32)n1,94.4,12.2,5.7,1.3,105.5,92.8,4.3,11.6,0.0
CC(=O)OC(C(=O)NC1CCCCC1)c1cccc(C)c1 (centres undefined),102.5,4.1,-5.2,-2.9,101.9,102.9,-2.3,3.4,1.0
C=CCNC(=S)N/N=C(\C)c1cccc(NC(C)=O)c1,88.3,3.5,-12.3,0.6,93.3,125.9,-6.7,4.4,11.0
CCSc1nnc(NC(=O)Nc2cccc(C)c2)s1,104.0,-3.8,-6.4,0.0,95.0,103.4,2.9,2.9,2.0
Cc1cc(C(=O)COc2ccccc2Cl)c(C)n1C1CC1,86.5,-7.0,12.2,.,80.4,110.8,8.5,-3.4,0.0
CC(C)Cn1c(N)c(C(=O)NCCN2CCOCC2)c2nc3ccccc3nc21,74.0,0.6,-0.8,3.0,66.6,94.4,-4.8,6.1,3.0
CC(C)(C)n1ncc2c(=O)n(CC(=O)Nc3ccc(Cl)cc3)cnc21,100.5,-3.7,-0.6,-1.3,101.1,86.1,-0.6,-2.4,0.0
O=C(O)c1ccc2c(c1)N(Cc1ccccc1)C(=O)c1ccccc1S2,101.0,3.7,-5.9,0.4,100.9,104.2,6.6,4.4,3.0
O=C(NCc1cccc(Cl)c1)c1ccc2c(c1)SC1=NS(=O)(=O)CCN12,103.0,1.6,10.3,-0.1,99.7,107.1,6.3,2.3,0.0
O=c1oc2ccccc2n1Cc1ccccc1,100.0,8.0,1.1,-0.7,99.9,97.2,-1.7,7.9,2.0
CCC(=O)Nc1sc2c(c1C(=O)OC)CCN(Cc1ccccc1)C2,106.4,8.5,5.8,1.5,103.0,83.1,-0.7,4.6,0.0
CCC(C(=O)OCC(=O)c1ccc(OC)cc1OC)c1ccccc1 (centres undefined),89.3,0.0,17.4,.,95.1,110.3,-1.6,-0.2,0.0
CCN(CC)c1nc2c(c(=O)[nH]c(=O)n2C)n1Cc1ccccc1Cl,97.5,2.2,5.1,-1.0,98.0,105.3,0.3,4.9,2.0
Cc1cc(C(F)(F)F)nc(NCc2cccnc2)n1,100.2,9.3,-14.1,-2.2,95.8,105.8,-0.5,12.7,3.0
COc1ccc(CC(=O)NCCS(=O)(=O)N2CCN(c3ccccc3)CC2)cc1OC,106.0,-1.0,9.1,-0.9,101.4,99.0,3.8,-0.5,0.0
COc1ccc(C(=O)NCC2OCCc3ccccc32)cc1 (centres undefined),103.3,-1.5,13.2,-2.6,107.6,82.5,-2.6,4.8,0.0
COC(=O)[C@@H](CC(C)C)NS(=O)(=O)N(Cc1ccccc1)[C@@H](CC(C)C)C(=O)OC,94.9,7.4,-26.0,.,97.9,108.3,10.2,3.5,9.0
OCc1ccccc1NC(=S)Nc1cccnc1,104.4,13.2,0.1,-0.5,106.2,100.8,-2.8,5.2,1.0
Cc1ccc(C)c(NC(=O)c2nc(Cl)ccc2Cl)c1,102.0,5.9,12.0,-1.0,92.4,107.1,6.2,3.6,0.0
CN(C(=O)c1ccc(NC(=O)Cc2ccc(NC(=O)C3CCCN(C(=O)C4CCCCC4)C3)cc2)cc1)C1CC1 (centres undefined),96.9,2.7,-11.7,.,99.8,103.3,-1.1,1.6,0.0
CCOC(=O)C(=CNNc1cccc(Cl)c1)C(=O)OCC,102.8,-1.8,2.1,-4.6,105.1,98.0,7.3,8.4,0.0
COC(=O)C1=C(C(=O)OC)C(c2cc([N+](=O)[O-])ccc2O)c2sc(=O)[nH]c2S1 (centres undefined),107.0,7.9,-7.7,-3.6,111.0,130.3,0.4,7.0,25.0
COCc1c(C(=O)N2CCc3ccccc32)oc2ccccc12,97.2,5.7,3.6,0.5,92.0,98.8,-5.7,8.6,1.0
O=C(CN1CCN(C(=O)C2COc3ccccc3O2)CC1)Nc1ccccc1 (centres undefined),107.5,-3.1,-1.9,2.1,107.7,230.8,6.8,8.4,0.0
COCCN(CC(=O)NCC1CCCO1)C(=O)CCC(=O)Nc1cc(C)on1 (centres undefined),103.8,0.2,15.8,-1.4,102.4,96.2,2.5,10.5,3.0
NS(=O)(=O)c1ccc(CCNS(=O)(=O)c2cccs2)cc1,100.5,-8.0,7.9,0.3,99.8,102.0,7.5,1.2,2.0
O=C(NCc1cc([N+](=O)[O-])ccc1O)c1cccnc1Sc1ccccc1Cl,106.7,6.2,1.8,1.9,105.0,111.9,-11.2,4.0,0.0
Cc1ccc(NC(=O)C(C)OC(=O)Cc2c[nH]c3ccccc23)cc1 (centres undefined),103.9,-4.5,0.1,1.5,95.6,96.7,9.6,-5.9,0.0
Cc1nc(-c2cccnc2)sc1C(=O)Nc1ccc(Cl)cc1,94.2,-0.2,16.9,-0.1,95.2,111.1,8.3,5.7,0.0
CCOC(=O)C(C)c1c(C(=O)c2ccc(C)nc2)c2ccccc2n1C (centres undefined),94.6,1.2,10.4,3.5,97.5,119.6,2.5,7.5,3.0
CCCN1C(=O)C(O)(C/C(C)=N/O)c2ccccc21 (centres undefined),97.0,5.6,22.2,-1.2,96.4,91.0,3.0,9.1,1.0
O=C(CNS(=O)(=O)c1c(Cl)cccc1Cl)N1CCCCCC1,93.4,6.5,11.1,-4.2,110.2,97.0,-2.8,8.3,.
Cc1ccc(NC(=O)Nc2cccs2)cc1,99.2,6.9,-9.3,-0.6,108.4,105.0,-1.1,4.6,2.0
COc1ccc(OC)c(S(=O)(=O)Nc2ccc(O)c(Sc3ncn[nH]3)c2)c1,94.8,16.2,2.5,-34.4*,99.1,92.0,4.3,8.8,5.0
CN(CC(=O)NCCc1ccc(S(N)(=O)=O)cc1)S(=O)(=O)c1cccc2nsnc12,96.3,-12.9,31.2,-1.9,98.8,90.1,-4.2,-3.0,0.0
CCCNC(=O)NC(=O)CSc1cccc(C(F)(F)F)c1,109.3,-0.8,-6.3,-1.5,90.6,107.7,6.3,2.4,3.0
C=C1C[C@H]2[C@@H]3CCc4cc(OC)ccc4[C@H]3CC[C@]12C,96.3,8.4,21.9,0.3,99.4,100.9,6.0,11.1,0.0
Cc1ccc(S(=O)(=O)c2c(C)nn(C(C)(C)C)c2OC(=O)c2ccc(Br)o2)cc1,94.9,6.1,14.8,-1.1,76.6,95.6,7.1,5.1,2.0
Cc1cc(C)n(-c2ccc(NC(=O)C3CCN(Cc4cnc(C)s4)CC3)cc2)n1,97.3,-6.2,-11.8,3.2,94.4,85.7,9.5,2.6,3.0
CCC(C(=O)NCc1ccco1)N(Cc1cccs1)C(=O)CNS(=O)(=O)c1ccccc1 (centres undefined),96.4,-0.1,-6.0,-0.4,84.7,99.8,-5.3,0.5,1.0
CCOC(=O)c1cnc(SCC(=O)NCc2cccs2)nc1N,108.4,3.2,1.6,-0.4,112.1,110.4,3.5,1.5,0.0
O=C(CC(CC(=O)c1ccccc1)c1ccccc1)c1ccccc1,93.4,0.1,-6.1,0.0,91.6,84.3,4.4,1.8,1.0
O=C(c1ccccc1)N1CCCC(C(=O)N2CCCCCC2)C1 (centres undefined),105.7,4.5,0.9,1.1,112.0,89.9,8.5,7.5,1.0
Cc1ccc(SCc2[nH]nc3c2C2(CCSCC2)C(C#N)=C(N)O3)cc1,109.2,7.2,9.2,2.0,103.2,100.2,7.9,11.4,4.0

(more compounds)
SMILES,AGP1 TOR yeast,MCL1 BIM primary,VLA-4 inh,MEX-5 binding,CIT2-GFP yeast,Yeast superoxide,GLD-1 RNA inh,BCLXL inh,GRK2 inh
CCN(CC)S(=O)(=O)c1cccc(NC(=O)CSc2nnc(N)s2)c1,100.7,-0.5,-0.7,1.6,108.5,108.1,4.3,-3.9,1.0
CCOC(=O)c1c(C)[nH]c(C)c1S(=O)(=O)NCc1ccc(OCC)cc1,100.6,-5.2,5.6,0.8,108.0,94.1,-2.5,-0.7,1.0
CC(C)(O)c1cc2ccc(C#Cc3ccsc3)cc2c(=O)o1,82.6,0.8,4.8,.,68.4,83.5,1.4,-3.5,0.0
O=C(CCC(=O)N1CCSc2ccccc21)NCc1ccc(Cl)cc1,90.2,5.9,-1.2,0.8,88.8,106.6,0.2,2.0,1.0
Cc1noc(C)c1S(=O)(=O)N1CCCCC1,105.7,3.0,12.2,-0.9,103.8,92.2,14.7,1.6,3.0
CCCCC(CCC(=O)O)(C(=O)OCC)c1csc(Nc2ccccc2)n1 (centres undefined),96.3,-2.0,1.3,-0.8,96.2,122.7,1.0,2.5,1.0
Clc1ccc2[nH]c3c(NCC4CCCO4)ncnc3c2c1 (centres undefined),92.6,5.7,-10.8,0.4,95.7,106.9,3.2,0.3,0.0
COc1ccc(/C=C/C(=O)Nc2c(C(=O)O)[nH]c3ccccc23)cc1OC,90.1,-4.3,2.0,0.0,83.9,107.8,6.1,-1.6,0.0
CC1CCCCC1NC(=O)CNC(=O)c1ccco1 (centres undefined),88.8,3.6,5.3,3.1,86.3,91.5,1.0,1.5,0.0
Cc1[nH]c2ccccc2c1N=Nc1ccccc1C(=O)O,98.8,21.3,10.4,0.4,105.0,108.9,9.8,22.9,2.0
COc1ccc(/C=N/n2cncn2)cc1Cn1nc(C)c([N+](=O)[O-])c1C,103.7,-1.1,14.8,0.7,101.3,101.2,6.9,-2.0,.
Cc1oc(-c2ccccc2Cl)nc1CN1CCCN(C(=O)c2ccco2)CC1,97.3,-1.3,5.3,3.2,101.2,103.6,6.1,-1.7,0.0
CN(CC(=O)Nc1cccc(F)c1)C(=O)c1ccc(-n2cncn2)c([N+](=O)[O-])c1,98.1,1.7,-13.4,-0.9,88.7,95.1,3.6,8.5,2.0
CCC1CCc2c(sc(NC(=O)c3cnccn3)c2C(N)=O)C1 (centres undefined),99.5,7.6,10.3,0.1,104.2,94.5,1.1,10.3,1.0
O=C(NCCN1CCCC1)c1ccc(Cn2c(=S)[nH]c3ccc(Br)cc3c2=O)cc1,105.5,-12.9,27.1,-1.1,106.5,90.8,-2.3,-20.0,0.0
